PhoP GFP inhibition = PhoP regulon inhibitors, Salmonella typhi PhoP promoter GFP reporter, confirmatory (AID 1850). Salmonella Typhi PhoP-promoter GFP reporter, fluorescence, 4 h; higher % means a stronger effect. inhibition, % at 50 µM, or IC50 in µM where a hit was titrated. 310,000 tested, 0.33% active; in the data active = a potency from the dose series; inconclusive = inhibition mostly from about 25% at the one dose, without a potency; inactive = the rest, 99 in 100 with inhibition below about 19%;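 also: 0% = induced wells with vehicle and 100% = uninduced wells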
H1N1 NS1A inhibition = H1N1 influenza NS1A inhibitors, functional cell based assay (AID 504329). NS1A functional cell-based assay, percent inhibition; higher % means a stronger effect. inhibition, % at 12.5 µM, or IC50 in µM where a hit was titrated. 340,000 tested, 0.3% active; in the data active = a potency from the dose series; inconclusive = inhibition above about 27% without an active follow-up result; also: strong numbers were not always called active
tuberculosis growth = growth inhibition of non-replicating M. tuberculosis (AID 488890) | 320,000 tested, 0.39% active | one-dose inhibition, % at 25 µM; IC50 in µM for titrated hits | Mycobacterium tuberculosis non-replicating, growth inhibition; higher % means a stronger effect; in the data active = a potency from the dose series; inconclusive = inhibition mostly from about 82% at the one dose, without a potency; inactive = the rest, 99 in 100 with inhibition below about 76%;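 also: plate controls were DMSO cells for no effect and high antibiotic wells for full effect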
inhibitors of VEEV = inhibitors of VEEV TC-83 cytopathic effect, confirmation, Vero cells (AID 588727). Vero cells, VEEV TC-83 cytopathic effect inhibition; higher % means a stronger effect. one-dose inhibition, % at 20 µM; IC50 in µM for titrated hits. 350,000 tested, 0.13% active; in the data active = a potency from the dose series; inconclusive = inhibition mostly from about 14% at the one dose, without a potency; inactive = the rest, 99 in 100 with inhibition below about 12%; also: strong numbers were not always called active
M. tuberculosis HTS = M. tuberculosis growth inhibition, HTS (AID 449762) | M. tuberculosis H37Rv growth inhibition, 7H9 media; higher % means a stronger effect | inhibition, % at 25 µM, or IC50 in µM where a hit was titrated | 330,000 tested, 0.59% active; in the data active = a potency from the dose series; inconclusive = inhibition above about 70% without an active follow-up result;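 also: bacterial growth assessed after seven days of incubation; strong numbers were not always called active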
inhibitors of VEEV 10K pilot screen = further read-out of inhibitors of VEEV, marked with its call; inhibition, %; measured here: 10K pilot screen inhibition
Starred values were filed as active, the others as inactive; i = inactive; ? = inconclusive; . = no result given; & = joins results of further samples.

SMILES	PhoP GFP inhibition	H1N1 NS1A inhibition	tuberculosis growth	inhibitors of VEEV	M. tuberculosis HTS	others
COc1ccccc1Nc1nc(N)nc(CSc2nnc(C)s2)n1	-1.2%	3.1%	-15.4%	6.9%	-10.5%
COc1cc2ccccc2cc1-c1nnc(COc2ccccc2)o1	-4.4%	0.0%	32.5%	i	-2.6%
O=C(Nc1ccn(Cc2ccccc2)n1)c1cccc(F)c1	.	-2.2%	.	0.2%	.
Cc1sc(C(C2C(=O)CC(C)(C)CC2=O)C2C(=O)CC(C)(C)CC2=O)cc1[N+](=O)[O-]	-5.3%	9.4%	?	0.2%	0.1%
COc1ccc(Cc2nnc(SCc3c(C)noc3C)n2C2CCCCC2)cc1OC	0.1%	-13.8%	40.6%	0.3%	-5.6%
COc1cccc(CN(CC(=O)NCC2CCCO2)C(=O)CCC(=O)Nc2cc(C)on2)c1 (stereo unspecified)	-4.7%&6.4%	1.0%	-7.9%	0.2%	-5.3%	inhibitors of VEEV 10K pilot screen=0.3
Cc1oc(C(C)(C)C)cc1C(=O)Nc1ccc2c(c1)OCCO2	-15.9%	1.9%	17.7%	6.0%	38.4%
O=C(CSc1cc(Cl)ccc1Cl)NC1CCCC1	-0.9%	-9.2%	48.8%	i	-4.2%
CCC1=C(OC(=O)N(CC)CC)N2C(=O)OC(=NCCOC)[C@]2(Cc2ccccc2)[C@H]2C1=CC[C@H]1C(=O)N(CC(=O)OC)C(=O)[C@H]12	-5.3%	-1.6%	6.9%	0.2%	-4.9%
CC(C)c1nc(CNC(=O)c2ccc(OC3CCN(Cc4ccccn4)CC3)cc2)cs1	1.5%	-10.3%	27.7%	2.1%	-6.2%
O=C(CN1CCN(C(=O)c2ccccc2)CC1)Nc1ccccc1	-18.7%	-8.6%	-8.9%	3.0%	5.9%
CCOC(=O)CNC(=O)CSc1nc2sc(C)c(C)c2c(=O)n1C	-7.5%	-5.1%	0.0%	i	-24.2%
COc1ccc2ccccc2c1/C=N/n1cnnc1	-2.1%	1.3%	-4.1%	0.6%	-3.1%
O=C(NCc1cccnc1)C(=O)Nc1nc2ccccc2s1	-7.8%	6.3%	-2.1%	0.4%	6.3%
CN(C)CCCn1c(SCC(=O)Nc2nc(-c3cccc(Br)c3)cs2)nc2ccccc2c1=O	-5.8%	13.9%	?	i	?
O=C1N(Cc2cccnc2)C[C@@H]2C[C@@H](c3ccc(-c4ccccc4)cc3)N3CCC[C@@]123	6.1%	-1.8%	?	2.5%	65.4%
Cc1ccc2c(c1)N(CC(=O)NCc1ccco1)C(=O)CO2	-15.0%	2.9%	8.4%	0.3%	-0.1%
CCOC(=O)/C=C/C(=O)OCC(=O)Nc1cccc(Br)c1	8.1%	-4.8%	67.0%	i	7.7%
C=CCOC(=O)C1=C(C)NC(SCC(=O)OCC)=C(C#N)C1c1ccc(O)c(OC)c1 (stereo unspecified)	.	2.4%	.	1.9%	.
O=C(NN=C(c1ccccc1)c1ccccc1)C(CCl)C1CCCCC1 (stereo unspecified)	.	-2.4%	-21.9%	1.5%	-4.5%
COc1ccc(C(O)P(=O)(O)CCc2ccccc2)cc1 (stereo unspecified)	1.1%	-2.4%	-2.4%	0.1%	2.2%
C[C@H]1C(=O)N(c2ccccc2)[C@@H]1c1ccccc1	.	-5.2%	.	0.5%	.
COc1ccccc1-n1c(=S)sc2c(=O)n(Cc3ccco3)c(SC)nc21	-7.4%	9.3%	74.0%	i	3.9%
O=C(NS(=O)(=O)c1ccccc1)c1ccccc1	-9.9%	-0.7%	0.6%	i	-20.4%
CCOC(=O)CSc1nc2ccc(C)cc2cc1C#N	-12.4%	-8.7%	76.9%	0.3%	0.9%

Of the compounds above, 2 have bromine.
SMILES	PhoP GFP inhibition	H1N1 NS1A inhibition	tuberculosis growth	inhibitors of VEEV	M. tuberculosis HTS	others
CN(C)CCCn1c(SCC(=O)Nc2nc(-c3cccc(Br)c3)cs2)nc2ccccc2c1=O	-5.8%	13.9%	?	i	?
CCOC(=O)/C=C/C(=O)OCC(=O)Nc1cccc(Br)c1	8.1%	-4.8%	67.0%	i	7.7%

(next part)
SMILES	PhoP GFP inhibition	H1N1 NS1A inhibition	tuberculosis growth	inhibitors of VEEV	M. tuberculosis HTS	others
O=C1CCC(C(=O)N2CCN(c3cnccn3)CC2)CN1CCc1ccc(Cl)cc1 (stereo unspecified)	.	-5.8%	.	1.8%	.
COc1ccc(C(=O)COc2cccc(NC(=O)c3ccco3)c2)cc1	-9.5%	-3.6%	64.8%	6.2%	40.4%
Cc1cc(C)c(C(=O)COC(=O)Cn2cnnn2)cc1C	-5.2%	-3.0%	-3.6%	0.8%	-5.7%
CC(=O)Nc1cc(NC(C)=O)c2nc(N)sc2c1	-8.8%	2.5%	-18.0%	1.4%	-4.1%
CCN(CC)CC(=O)N1c2ccccc2Oc2c(c(=O)n(C)c(=O)n2C)C1c1cccc([N+](=O)[O-])c1 (stereo unspecified)	-3.6%	-3.9%	26.4%	1.1%	-4.7%
CSc1nc2nc3c(cc2c(=O)n1-c1cccc(C)c1)COC(C)(C)C3	0.7%	.	15.4%	5.1%	-4.8%
O=C(CNCC1CCCCC1)Nc1ccccc1N1CCCCC1	-1.1%	7.4%	70.5%	1.8%	2.5%
CCOC(=O)[C@@H]1[C@H]2COc3ccc(Br)cc3[C@@H]2N2C(=O)N(c3cccc(Cl)c3)C(=O)[C@]12C	12.0%	3.0%	26.8%	i	-1.6%
O=C(O)c1ccccc1/C=N/NC(=O)c1cc(-c2ccco2)nc2ccccc12	7.4%	14.7%	-29.4%	1.6%	-4.6%
CC1(OC(=O)CCc2ccccc2)C(=O)C=C2C=C(c3ccc(C#N)cc3)N(C3CC3)C=C2C1=O (stereo unspecified)	6.4%	2.8%	38.7%	i	3.0%
CCc1ccccc1NC(=O)c1cc(-c2ccc(OC)cc2)on1	1.8%	0.3%	23.4%	2.7%	6.7%
CC1=C(C)CC(C(=O)NCCc2ccc(F)cc2)C(C(=O)O)C1 (stereo unspecified)	-10.4%	-26.1%	-2.2%	i	-3.0%
COC(=O)CCc1n[nH]c(=O)[nH]c1=O	-9.2%	8.3%	.	0.4%	2.0%
CCOc1ccc(CN2CCCN(C)CC2)cc1	0.6%	-16.2%	5.3%	0.3%	11.4%
Cc1csc(SC(C)C(=O)NCc2ccc3c(c2)OCO3)n1 (stereo unspecified)	17.4%	-5.1%	3.2%	0.2%	-11.3%
O=C(CCl)Nc1cccc(S(=O)(=O)N2CCCCCC2)c1	1.4%	3.2%	?	12.3%	?
O=C1NC[C@H](Cc2ccccc2)N(CC2CCN(CC3CCCC3)CC2)C1=O	.	-4.0%	.	i	.
CC(C(=O)Nc1ccccc1C(=O)N1CCCC1)n1nnc2ccccc21 (stereo unspecified)	0.1%	-2.4%	3.9%	i	5.7%
CSc1ccc(C(=O)C2CCCN(C(=O)c3nn(C)c(=O)c4ccccc34)C2)cc1 (stereo unspecified)	4.8%	2.1%	-9.6%	8.8%	0.0%
COc1cccc(CNC(=O)C(C)n2ccc3cc(S(=O)(=O)N4CCCCCC4)ccc32)c1 (stereo unspecified)	-20.0%	-0.9%	32.4%	3.1%	6.2%
COCCNC(=O)/C(C#N)=C1\N=C(NC(=O)c2cccs2)c2ccccc21	-17.4%	1.2%	15.2%	1.9%	5.1%
COc1cccc(Cn2c(Oc3ccccc3)nc3c2c(=O)n(C)c(=O)n3C)c1	0.0%	4.1%	25.6%	0.4%	-0.3%
c1cc(CNCCN2CCNCC2)ccn1	.	-2.6%	.	0.2%	.
COc1ccc(NC(=O)COC(=O)Cn2c(C)nc3ccccc32)cc1OC	7.4%	-3.7%	-11.5%	0.6%	-4.1%
O=C(NC(=S)N1CCN(c2ccc(C(F)(F)F)cc2[N+](=O)[O-])CC1)c1cccs1	-4.6%	-3.7%	?	i	6.6%
More compounds
SMILES	PhoP GFP inhibition	H1N1 NS1A inhibition	tuberculosis growth	inhibitors of VEEV	M. tuberculosis HTS	others
CNc1nc(-c2ccc(S(=O)(=O)N3CCCCC3)cc2)cs1	.	3.2%	25.5%	i	6.5%
COC(=O)COc1ccc(S(=O)(=O)NCc2ccc3c(c2)OCO3)cc1C	0.2%	-5.2%	65.7%	0.0%	-2.2%
CCN(CC)S(=O)(=O)c1ccc(Cl)c(NC(C)=O)c1	9.3%	-5.0%	6.4%	0.5%	-6.3%
O=C(CCC(=O)N1CCCCC1)Nc1nnc(C2CCCCC2)s1	8.1%	-0.8%	1.3%	2.9%	-1.0%
CCOC(=O)C1(Cc2ccccc2C)CCCN(C(=O)c2cc(CC)nn2C)C1 (stereo unspecified)	-2.0%	-2.6%	21.4%	i	-7.8%
CCn1c(SCc2cccc(F)c2)nnc1-c1ccncc1	-3.5%	-10.7%	3.2%	1.1%	3.8%
COC(=O)C1C(=O)/C(=C/N(C)C)C(=O)CC1(C)C (stereo unspecified)	9.2%	-1.4%	-13.1%	0.7%	-7.9%
CCOC(=O)C1(CCOC)CCN(Cc2ccncc2)CC1	-5.8%	8.8%	-0.7%	1.5%	-8.5%
O=C(CCN1C(=O)/C(=C\c2ccccc2F)SC1=S)Nc1ccc(C(=O)O)c(O)c1	-14.8%	-9.1%	?	2.1%	17.0%
CC[C@@]1(C(=O)OC)N[C@H](CN(C)C(=O)Nc2ccccc2)[C@@H]2C(=O)N(C)C(=O)[C@@H]21	.	-3.1%	-6.3%	0.5%	-8.0%
CCc1ccc2nc(NC(=O)c3cc(C)on3)sc2c1	-8.5%	-5.7%	64.5%	8.2%	53.6%
COCCCn1c(C)nnc1SCC(=O)Nc1ccc(C(C)=O)cc1	-3.0%	-1.8%	-12.4%	i	-2.0%
Cc1ccc(-c2nnc(SCC(=O)NC3CCCc4ccccc43)n2N)cc1 (stereo unspecified)	-9.5%	-3.8%	-10.0%	2.3%	-8.3%
CCCNC(=O)COC(=O)c1cc(SC)ccc1Cl	9.6%	16.0%	66.7%	i	32.2%
Cn1c(CNC(=O)CNC(=O)c2cccc(F)c2)cc(=O)n(C)c1=O	1.5%	3.4%	-14.8%	0.2%	-3.8%
C/C(=N\NC(=O)CSc1nc2ccccc2s1)c1cccnc1	7.5%	-17.4%	51.7%	1.2%	-0.7%
Cc1cc(C)cc(S(=O)(=O)c2cn(C)c3cc(N4CCN(C)CC4)c(F)cc3c2=O)c1	-5.6%	-8.6%	-4.9%	i	5.5%
CN(C(=O)CSc1nnc(-c2ccc(Cl)cc2)n1C)C1CCS(=O)(=O)C1 (stereo unspecified)	.	-2.6%	3.3%	0.7%	-0.9%
COCCCN1CC23C=CC(O2)C(C(=O)OC)C3C1=O (stereo unspecified)	-13.8%	3.8%	-6.6%	0.5%	-13.6%
Cc1ccc(C(=O)NCC(=O)NCCc2ccc(S(N)(=O)=O)cc2)s1	24.1%	-4.9%	4.5%	1.6%	0.7%
CCC(C(=O)OC(C)C(=O)Nc1ccc(Cl)cn1)c1ccccc1 (stereo unspecified)	1.3%	-2.2%	9.3%	1.0%	1.7%
COc1cccc(NC(=O)CN(C)C(=O)COc2ccccc2Cc2ccccc2)c1	.	-11.0%	13.8%	7.5%	-2.9%
O=c1sc2ccccc2c(=O)n1Cc1ccccc1F	5.5%	-20.3%	-4.1%	4.1%	-4.0%
CCC1(c2ccc(F)cc2)NC(=O)N(CC(=O)NCc2ccc(F)cc2)C1=O (stereo unspecified)	-10.2%	-0.6%	5.7%	i	-0.1%
CCC(=O)Nc1ccc(Cl)c(-c2nc3ncccc3o2)c1	1.5%	0.6%	4.9%	2.9%	-7.0%
CN(CCc1ccccc1)C(=O)c1cccc(NC(=O)Cc2cccc(NC(=O)C3CCN(C(=O)C4CCCC4)CC3)c2)c1	.	20.5%	.	i	.

Some of these compounds in order of SMILES length, rising:
SMILES	PhoP GFP inhibition	H1N1 NS1A inhibition	tuberculosis growth	inhibitors of VEEV	M. tuberculosis HTS	others
CCc1ccc2nc(NC(=O)c3cc(C)on3)sc2c1	-8.5%	-5.7%	64.5%	8.2%	53.6%
COCCCN1CC23C=CC(O2)C(C(=O)OC)C3C1=O (stereo unspecified)	-13.8%	3.8%	-6.6%	0.5%	-13.6%
COCCCn1c(C)nnc1SCC(=O)Nc1ccc(C(C)=O)cc1	-3.0%	-1.8%	-12.4%	i	-2.0%
COc1cccc(NC(=O)CN(C)C(=O)COc2ccccc2Cc2ccccc2)c1	.	-11.0%	13.8%	7.5%	-2.9%
O=C(CCN1C(=O)/C(=C\c2ccccc2F)SC1=S)Nc1ccc(C(=O)O)c(O)c1	-14.8%	-9.1%	?	2.1%	17.0%
CN(CCc1ccccc1)C(=O)c1cccc(NC(=O)Cc2cccc(NC(=O)C3CCN(C(=O)C4CCCC4)CC3)c2)c1	.	20.5%	.	i	.

High-throughput results deposited in PubChem by Southern Research Specialized Biocontainment Screening Center.
